SMN2 splice up = qHTS Assay for Enhancers of SMN2 Splice Variant Expression; actives 2.8% (n = 210,000); HEK293 SMN2-luciferase splicing reporter, luminescence, 30-36 h; AID 1458, 2008; Potency, µM (titrated, usually from 46.1 µM), for the others: at the highest dose activity change, positive = activation, actives largely listed as activators; note: % of control where 0% means no effect; nearly all actives have a fitted effect of over 55% in size
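HEK293 cells carry an SMN2 minigene-luciferase reporter in which exon 7 inclusion puts luciferase in frame. Cells were seeded at 2000 cells/well, attached for 10-12 hours, then exposed to compounds for 30-36 hours at 37C before ONE-Glo luminescence.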
IMPase Li inh = qHTS Assay for Identifying the Cell-Membrane Permeable IMPase Inhibitors: Potentiation with Lithium | CHO-M1 cells, IP1 TR-FRET (IP-One), carbachol + lithium | Potency, µM (titrated, usually from 59.4 µM), for the others: at the top dose activity, negative = IMPase inhibition, usual class: inhibitors | actives 0.35% (n = 210,000);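 note: IP1 builds up when IMPase is blocked and the TR-FRET signal falls; plate controls were basal vehicle for no effect and high inhibitor control for full effect; nearly all actives have a fitted effect of over 50% in size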
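Test compounds were applied to CHO-M1 cells previously cultured for 16–30 h at 2000 per well. A small lithium amount accompanied them; after 30 min at 37C, IP1 was quantified by TR-FRET.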
NPSR antag = qHTS Assay for Antagonists of the Neuropeptide S Receptor: cAMP Signal Transduction; Q6W5P4; CHO-NPSR cells, cAMP TR-FRET, antagonist mode; Potency, µM (doses to about 38.3 µM), without a hit: at the highest dose activity change, negative = inhibition, hits mostly inhibitors; actives 1% (n = 220,000); AID 1461, 2008; note: % is set by controls: 0 for no effect and ±100 for the full control effect; nearly all actives have a fitted effect of over 50% in size; many of its hits are not listed in these tables
JMJD2E inh = qHTS Assay for Inhibitors of Human Jumonji Domain Containing 2E (JMJD2E) | actives 1.6% (n = 230,000) | Potency, µM (top dose mostly 57.1 µM), for the others: at the highest dose activity change, negative = inhibition, actives largely listed as inhibitors | Lysine-specific demethylase 4E (Homo sapiens), B2RXH2 | JMJD2E catalytic domain, FDH-coupled NADH fluorescence (FDH is formaldehyde dehydrogenase); active = well fitted inhibition curve with a large enough effect, not every such curve was filed as active; inconclusive = small, poorly fitted or top-dose-only effect, or another doubt; inactive = no such curve, though single readings can be large or run the other way;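 note: 0% = wells with enzyme and -100% = buffer wells without enzyme; nearly all actives have a fitted effect of over 50% in size; many of its hits are not listed in these tables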
KinaseGlo FLuc = Counterscreen for Luciferase (Kinase-Glo TM) Inhibition; AID 1379, 2008; Kinase-Glo luciferase, ATP luminescence, 8 min; actives 0.28% (n = 200,000); Luciferin 4-monooxygenase (Photuris pensylvanica), Q27757; Potency, µM (series often up to 38.3 µM), for inactives: at the top dose activity change, negative = inhibition, most hits filed as inhibitors; note: % is set by controls: 0 for no effect and ±100 for the full control effect; nearly all actives have a fitted effect of over 60% in size
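Recombinant Kinase-Glo luciferase, 10 uM ATP (linear range), luciferin; imidazole pH 7.2 / KCl / MgCl2 / Tween / BSA buffer; 8 min RT; luminescence.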
Epigenetic reg = Quantitative High-Throughput Screen for Regulators of Epigenetic Control. actives 0.2% (n = 280,000). Potency, µM (top dose mostly 53.9 µM), for inactives: at the highest dose GFP activation, most hits filed as activators. murine LDR cells, GFP reporter derepression, 30 h; note: % of control where 0% means no effect; nearly all actives have a fitted effect of over 60% in size
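Derepression of a silenced CMV-GFP reporter in murine LDR cells is scored by enumerating GFP-positive cells with a laser-scanning microplate cytometer after 30 hours of treatment at 37 C.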
GoLoco inh red = qHTS Assay for Inhibitors of RGS12 GoLoco Motif Activity (Red Fluorophore) | Guanine nucleotide-binding protein G(i) subunit alpha-1 (Homo sapiens), P63096 | Gai1:RGS12 GoLoco peptide FP, rhodamine, 10 min | Potency, µM (titrated, usually from 61.6 µM), for the others: top-dose activity, negative = inhibition, usual class: inhibitors | actives 0.44% (n = 230,000); active = well fitted inhibition curve with a large enough effect, not every such curve was filed as active; inactive = no such curve, though single readings can be large or run the other way; note: % is set by controls: 0 for no effect and ±100 for the full control effect; nearly all actives have a fitted effect of over 30% in size; many of its hits are not listed in these tables
Target sequence (P63096 whole entry, looked up): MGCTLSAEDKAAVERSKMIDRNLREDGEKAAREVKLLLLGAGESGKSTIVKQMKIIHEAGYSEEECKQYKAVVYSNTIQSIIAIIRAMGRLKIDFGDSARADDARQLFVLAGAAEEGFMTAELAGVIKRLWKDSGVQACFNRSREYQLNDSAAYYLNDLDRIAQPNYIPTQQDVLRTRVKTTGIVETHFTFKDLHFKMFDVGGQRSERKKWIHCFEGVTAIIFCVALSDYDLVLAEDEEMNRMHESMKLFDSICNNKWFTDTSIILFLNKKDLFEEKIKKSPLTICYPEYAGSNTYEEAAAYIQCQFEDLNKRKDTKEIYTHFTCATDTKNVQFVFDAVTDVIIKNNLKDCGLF
RECQ1 helicase = qHTS Assay for Inhibitors of RecQ-Like Dna Helicase 1 (RECQ1); AID 2549, 2010; RECQ1 DNA unwinding, red fluorescence kinetic read; Potency, µM (series often up to 57.3 µM), without a hit: top-dose activity, negative = inhibition, hits mostly inhibitors; actives 0.54% (n = 240,000);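 note: plate controls were vehicle for no effect and no enzyme for full effect; nearly all actives have a fitted effect of over 30% in size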
Target sequence (P46063 whole entry, looked up): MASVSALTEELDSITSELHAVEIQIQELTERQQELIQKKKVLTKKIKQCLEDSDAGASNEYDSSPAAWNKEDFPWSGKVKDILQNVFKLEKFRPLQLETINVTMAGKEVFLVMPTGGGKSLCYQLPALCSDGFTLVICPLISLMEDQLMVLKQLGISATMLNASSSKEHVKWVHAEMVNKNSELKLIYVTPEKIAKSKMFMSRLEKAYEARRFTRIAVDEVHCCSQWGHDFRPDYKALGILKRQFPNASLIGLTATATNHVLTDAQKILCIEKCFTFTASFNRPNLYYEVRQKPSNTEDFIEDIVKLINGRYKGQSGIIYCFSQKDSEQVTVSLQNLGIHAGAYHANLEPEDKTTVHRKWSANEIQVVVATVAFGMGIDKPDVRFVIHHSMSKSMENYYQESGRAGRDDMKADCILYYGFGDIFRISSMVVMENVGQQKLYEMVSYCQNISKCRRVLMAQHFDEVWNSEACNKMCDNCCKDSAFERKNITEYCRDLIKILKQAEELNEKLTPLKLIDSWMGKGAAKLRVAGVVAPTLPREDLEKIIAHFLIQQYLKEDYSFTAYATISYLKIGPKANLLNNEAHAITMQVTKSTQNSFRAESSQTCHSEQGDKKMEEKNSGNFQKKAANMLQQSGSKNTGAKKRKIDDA
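RECQ1T1 50 nM; forked duplex (20 bp + 30-nt ss tails) 200 nM, ATP 2 mM final; pH 8.0, 2 mM MgCl2, 2.5 ug/ml poly(dI-dC); 15 min compound preincubation; discontinuous kinetic read over 2 h at RT.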
* hit, by the source's call; i = inactive; ? = inconclusive; · = no result given; & = joins results of further samples; [ ] = another dose, or the depositor's remark. Unless noted, calls come from the whole dose curve; as a rule, active = well fitted curve in the direction sought with a large enough effect; inconclusive = small, poorly fitted or top-dose-only effect, or another doubt; inactive = no such curve, though single readings can be large; an effect the other way counts as inactive or inconclusive. Potency is the fitted concentration of half-maximal effect. The list is partial (hit frequency here may not be typical).

| smiles | SMN2 splice up | IMPase Li inh | NPSR antag | JMJD2E inh | KinaseGlo FLuc | Epigenetic reg | GoLoco inh red | RECQ1 helicase |
| --- | --- | --- | --- | --- | --- | --- | --- | --- |
| COc1ccc(-n2cnc3cc(C(=O)NC4CCCC4)ccc32)cc1 | · | 7% | -5% | -3% | · | -0.4%&0.0% | 11% | i |
| Cc1ccsc1C(=O)N1CCCC(CCC(=O)NCc2ccc(F)c(F)c2)C1 (stereo unspecified) | · | 11% | 27% | 1% | 2% | -1.0% | 5% | -19% |
| COc1cccc(CNC(=O)c2n[nH]c3ccccc23)c1 | ? | -4% | -3% | -1% | -2% | 1.1% | -6% | -1% |
| O=C1C(Cc2cccc([N+](=O)[O-])c2)S/C(=N/N=C/c2ccco2)N1c1ccccc1 (stereo unspecified) | 2% | 7% | -1% | 10% | 0% | 0.0% | 8% | -4% |
| O=c1c2c3c(sc2nc2n1CCCCC2)CCCC3 | ? | -2%[38.3 µM] | -10%[46.1 µM] | -9% | 3% | 0.0% | 5% | 5% |
| Cc1cc(C)n(C(=O)CNC(=O)Cc2ccccc2)n1 | 7% | 0%[38.3 µM] | 13%[46.1 µM] | 0% | 4% | 0.0% | 9% | -1% |
| COC(=O)c1cccc(-c2ccc(C(c3c(C)[nH][nH]c3=O)c3c(C)[nH][nH]c3=O)o2)c1 | 6% | 9% | 1% | 8% | 0% | -0.6% | 2% | -1% |
| Cc1ccc(S(=O)(=O)NCC(C)NS(C)(=O)=O)cc1 (stereo unspecified) | -17% | 32%[activator][38.3 µM] | -5%[46.1 µM] | 3% | 3% | 1.4% | 13% | 13% |
| CC(=O)n1nc(-c2ccc(Cl)cc2)nc1NCc1ccco1 | · | 18%[38.3 µM] | ? | -5% | 2% | -0.2% | 7% | 0% |
| Cc1ccc(/C=C/c2nc3ccccc3s2)s1 | -18% | 32%[activator][38.3 µM] | -14%[46.1 µM] | -23% | ? | -0.1% | 3% | i |
| O=C(CN1C(=O)c2ccccc2S1(=O)=O)N1CCOCC1 | ? | 1%[38.3 µM] | -10%[46.1 µM] | 9% | 2% | 0.0% | 14% | -5% |
| CCCCCCOC(=O)C(C#N)c1nc2ccccc2nc1N1CCN(CC)CC1 (stereo unspecified) | 0% | 15%[38.3 µM] | ? | -6% | 0% | 0.0% | -2% | i |
| Cc1cccc(Nc2nnc(SC/C(O)=C(\C#N)c3nc4ccccc4[nH]3)s2)c1C | 2% | 13% | 6% | -5% | 10% | -1.2% | 96%[activator] | -13% |
| COc1ccccc1-c1cc(-c2cc(Cl)ccc2O)n[nH]1 | 15% | -17%[38.3 µM] | 7%[7.67 µM] | ? | -3% | 1.2% | 4% | -3% |
| CCOc1ccc(CCNC(=O)c2[nH]c(C)c(C(C)=O)c2C)cc1OCC | · | -7% | 10% | 17% | · | -1.3% | -1% | -9% |
| CCCCc1[nH]c(=O)c(C#N)c2c1CCCC2 | 0% | -16%[38.3 µM] | -10%[46.1 µM] | ? | -3% | -0.9% | -2% | -3% |
| CCCCn1c(O)c(N=NC(=O)c2ccncc2)c2cc(Br)ccc21 | -51%[inhibitor] | 20% | -36% | 13% | 1% | 0.0% | 1% | -2% |
| Cn1c(C(=O)N(Cc2ccccc2)Cc2cccs2)cc2sccc21 | -4% | 40%[activator][38.3 µM] | ? | -8% | -2% | -1.0% | 11% | -4% |
| CC1=CN2C(=N)/C(=C/c3ccc(C)o3)C(=O)N=C2S1 | 2.8µM* | -1% | -24% | 4% | -8% | 0.0% | 23% | -11% |
| COc1ccc(C/C(C)=N/NC(=O)c2ccncc2)cc1 | 14% | -5% | 12% | 69%[activator] | 0% | 3.3% | 2% | 19% |
| CCCCOC(=O)Nc1ccc(S(=O)(=O)Nc2nccs2)cc1 | · | · | -8% | 7% | · | 0.8% | 0% | -3% |
| COc1ccc(NC(=O)Nc2nnc(C(C)C)s2)cc1 | 26% | -12%[38.3 µM] | -23%[46.1 µM] | 2% | -2% | -1.0% | -5% | i |
| Cc1ccc(S(=O)(=O)N2CCN(CC(=O)NC3CCCc4ccccc43)CC2)c(C)c1 (stereo unspecified) | -22% | 33%[38.3 µM] | -29%[46.1 µM] | -1% | 23% | 1.4% | -21% | i |
| CN(C)c1ccc2nsnc2c1[N+](=O)[O-] | · | · | 0% | 0% | · | 1.1% | -3% | i |
| CN(C)c1ccc(/C=N/NC(=O)c2cc(=O)[nH]c3ccccc23)cc1 | · | · | 1% | 1% | · | -0.3% | 87%[activator] | 0% |
| O=C(CC(C(=O)O)N1CCOCC1)Nc1ccc(Cl)cc1 (stereo unspecified) | 0% | 9%[38.3 µM] | -7%[46.1 µM] | -3% | 0% | 1.8% | -4% | -10% |
| C[C@H]1C=C(C(=O)NCc2nc3ccccc3[nH]2)O[C@@H](OCc2ccc(CO)cc2)C1 | · | · | 6% | 9% | · | 0.0% | 5% | i |
| COc1ccc(S(=O)(=O)NCC2CCCN(C(=O)C=C(C)C)C2)cc1 (stereo unspecified) | · | 4% | -13% | 3% | -2% | -2.6% | 9% | -10% |
| NC(=S)NNc1cc(Cl)cc(Cl)c1 | -21% | 11%[38.3 µM] | -4%[46.1 µM] | 2% | -3% | -0.8% | 0% | -18% |
| CCN(CC)CCCNC(=O)CSc1nc(C)cc(C)n1 | -9% | -4% | 22% | 5% | 0% | 0.1% | 6% | i |
| Cc1onc(-c2ccccc2Cl)c1C(=O)Nc1ccc(F)c(F)c1 | -10% | 6%[38.3 µM] | -11%[46.1 µM] | 0% | -1% | -0.3% | -1% | -7% |
| CCOCCOc1nc2c(c(=O)n(C)c(=O)n2C)n1Cc1ccc(C)cc1 | -45%[inhibitor] | 9% | 11%[46.1 µM] | -1% | 0% | -1.0% | 7% | 6% |
| CCOC(=O)C1CCN(c2c(NCc3ccc(C(=O)NC(C)CC)cc3)c(=O)c2=O)CC1 (stereo unspecified) | 7% | -3%[38.3 µM] | -4%[46.1 µM] | -3% | 3% | -0.7% | 0% | -5% |
| O=C(Cn1ncc2c(=O)oc3ccccc3c21)N1CCc2ccccc2C1 | 2% | 11% | 5%[46.1 µM] | -2% | -1% | 0.0% | 8% | -1% |
| CC1(/[N+]([O-])=C/c2ccc(F)cc2)CCCCC1=O (stereo unspecified) | · | · | 23% | -9% | · | -1.2% | -4% | -7% |
| CNc1nc(C)nc(N/N=C/c2ccccc2)n1 | · | 10% | -4% | 0% | -8% | 5.6% | -7% | i |
| COc1cccc(CN2CCNC(=O)C2CC(=O)NCCc2ccccn2)c1 (stereo unspecified) | · | -2% | -23% | -8% | 0% | -4.9% | -22% | -2% |
| CCc1nc(SCC(=O)Nc2cc(C)on2)c2c(=O)n(C)c(=O)n(C)c2n1 | 7% | -7%[38.3 µM] | -2%[46.1 µM] | 2% | 3% | 0.0% | -1% | -5% |
| CN1CCC(OC(=O)c2ccccc2Cl)CC1 | · | 25% | -2% | -5% | -1% | -1.0% | 5% | i |
| CCOC(=O)c1c(CC(C)C)csc1N | ? | -5% | -1% | -4% | 0% | 8.4% | 20% | -10% |
| O=[N+]([O-])c1cc(C(F)(F)F)cc([N+](=O)[O-])c1NCc1cccnc1 | · | · | 8%[46.1 µM] | -3% | · | -0.9% | · | -3% |
| COc1ccc2ccccc2c1/C=N/NC(=S)NCCN1CCOCC1 | -11% | 4% | -54% | -14% | -1% | ? | -5% | i |
| COc1ccc(N2CCN(C(=O)CSc3nc4c(c(=O)n(C)c(=O)n4C)n3C(C)C)CC2)cc1 | -26% | 10%[38.3 µM] | -15%[46.1 µM] | 2% | 0% | -0.7% | 0% | -3% |
| CCOc1ccc2cc(C(=O)c3ccccc3)c(=O)oc2c1 | ? | 25µM* | -13% | -2% | -3% | 0.0% | -8% | -1% |
| O/C(=C\c1ccc2ccccc2n1)c1ccc(O)cc1O | 8.9µM* | 4% | 11% | 0% | -19% | -2.9% | 16% | -12% |
| O=c1c(-c2nn[nH]n2)coc2ccc(Cl)cc12 | 18% | 0% | -25% | -14% | 1% | -1.3% | 7% | i |
| CCn1c(SCC(=O)Nc2c(C#N)cnn2-c2ccccc2)nnc1-c1cccs1 | · | · | 14% | -2% | · | -1.0% | 7% | -7% |
| Cc1cccc(N2CCN(C(=O)CCS(=O)(=O)c3ccc(Br)cc3)CC2C)c1 (stereo unspecified) | -39%[inhibitor] | -11% | -5% | -17% | -1% | -0.1% | 1% | 35µM* |
| CNC(=O)NC(=O)COc1c(F)c(F)cc(F)c1F | -1% | -4% | 10% | 0% | -1% | -4.7% | 3% | -3% |
| C=Cc1c(C)c2cc3nc(cc4[nH]c(cc5nc(cc1[nH]2)C(C)=C5CCC(=O)O)c(CCC(=O)OC)c4C)[C@@]1(C)C3=CC=C(C(=O)OC)[C@H]1C(=O)OC (tested in a mixture with another compound) | -2%[20.6 µM] | 7% | · | -14%[25.5 µM] | -12%[17.1 µM] | -0.3%[16.9 µM] | 4%[21.6 µM] | -3%[25.9 µM] |
| CCCSc1ncc(Cl)c(C(=O)Nc2ccc(S(=O)(=O)N3CC(C)OC(C)C3)cc2)n1 (stereo unspecified) | -59%[inhibitor] | 41%[activator][38.3 µM] | ? | -2% | -1% | 0.8% | -2% | i |
| N#CC1(NC(=O)CN2CCN(S(=O)(=O)c3ccccc3F)CC2)CCCC1 | · | · | 17% | 5% | · | 3.8% | 1% | -3% |
| CCCn1nc(C(=O)NCCc2ccc(S(N)(=O)=O)cc2)c2ccccc2c1=O | 7% | 0%[38.3 µM] | -12%[46.1 µM] | -3% | 2% | -0.9% | 3% | i |
| COc1ccc(NC(=O)CN2CCN(c3ccc(Cl)cc3)CC2)c(OC)c1 | -11% | 0%[38.3 µM] | -22%[46.1 µM] | -4% | -1% | -2.0% | 11% | -14% |
| Cc1ccc(OCCSc2nc(N)cc(N)n2)cc1 | · | 6% | -3% | 0% | 10% | 4.7% | 7% | -1% |
| COCCNC(=O)c1onc(CSc2ccncc2)c1C(=O)NCCOC | · | · | 6% | 4% | · | 0.0% | 2% | i |

Screening results deposited in PubChem by National Center for Advancing Translational Sciences (NCATS).
